Source: PubChem (National Center for Advancing Translational Sciences (NCATS))
Pf Dd2 growth: qHTS Primary assay for Inhibitors of Plasmodium falciparum Dd2 growth in vitro | P. falciparum Dd2 growth, SYBR Green, 72 h | Potency, µM (series often up to 28.9 µM), without a hit: at the highest dose activity, negative = inhibition, hits mostly inhibitors | 120,000 compounds, 4.3% hits | AID 1347417, 2020; active means well fitted inhibition curve with a large enough effect; inconclusive means small, poorly fitted or top-dose-only effect; inactive means no such curve, though single readings can be large or run the other way;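 further: plate controls were DMSO vehicle for no effect and reference drug for full effect; nearly all actives have a fitted effect of over 65% in size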
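Infected erythrocytes (Dd2, 0.3% parasitemia, 2.5% hematocrit final) are added to compound in RPMI-1640/Albumax II medium, grown 72 h at 37C in low oxygen, then lysed with saponin/Triton-X containing SYBR Green and read by fluorescence.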
* = called active by the depositor; i = inactive; ? = inconclusive; [ ] = dose if it differs, or a comment. Potency means the concentration at half of the fitted maximal effect. This is a subset; the hit share may differ from the screen's.

The opening 16 compounds as a preview:
SMILES	Pf Dd2 growth
CCCn1cc(CNC(=O)c2ccc3c(c2)n(CC)c(=O)c2ccnn23)c(C)n1	i
CNC(=O)N1CCC2(CC1)CC(Cc1cccc(F)c1)CCO2 (configuration not stated)	-23%
COc1cc(OC)cc(C(=O)Nc2ccc3nc(N4CCCCC4)cc(C)c3c2)c1	?
Fc1ccc(-c2noc([C@@H]3CCCN3Cc3ccc(C(F)(F)F)cc3)n2)nc1	?
Cc1c2cnn(CC(=O)NCc3ccc(F)cc3)c(=O)c2c(C)n1Cc1ccccc1F	-1%
COCCNC(=O)C[C@@H]1C[C@@H](C(C)C)[C@H](CNC(=O)CCC(=O)O)C=C1C	5%[44.1 µM]
CN(C)C(=O)c1cccnc1CC1CC(=O)N(c2ccccc2)C1 (configuration not stated)	-8%
Cc1ccc(NC(=O)CN2C(=O)C(c3ccccc3)=NC23CCCCC3)cc1C	?
Cc1c(Nc2nc3ccccc3n3c(C)nnc23)cccc1C(=O)O	9%[0.594 µM]
CC(C)CCn1c(=O)c2cccnc2n(CC(=O)Nc2ccccc2F)c1=O	?
Cc1cc(C)cc(-n2c(SCC(=O)N3CCC(C)CC3)nc3c([nH]c4ccccc43)c2=O)c1	?
Cc1nccn1CC1(CNc2ncncn2)CC1	6%
Cc1cccc(N(C)C(=O)C2CCC(CNS(=O)(=O)c3cccc4nsnc34)CC2)c1 (configuration not stated)	?
Cn1c(=O)n(-c2cccc(Cl)c2)c(=O)c2sc3ccccc3c21	6%
COc1ccccc1/C=C/CN1CCCC(CNC(=O)COc2ccccc2OC)C1 (configuration not stated)	7.9µM*
O=C(CCn1ccn2nc3c(c2c1=O)CCCC3)NC1CCCCC1	i

The listing, repeating the preview:
SMILES	Pf Dd2 growth
CCCn1cc(CNC(=O)c2ccc3c(c2)n(CC)c(=O)c2ccnn23)c(C)n1	i
CNC(=O)N1CCC2(CC1)CC(Cc1cccc(F)c1)CCO2 (configuration not stated)	-23%
COc1cc(OC)cc(C(=O)Nc2ccc3nc(N4CCCCC4)cc(C)c3c2)c1	?
Fc1ccc(-c2noc([C@@H]3CCCN3Cc3ccc(C(F)(F)F)cc3)n2)nc1	?
Cc1c2cnn(CC(=O)NCc3ccc(F)cc3)c(=O)c2c(C)n1Cc1ccccc1F	-1%
COCCNC(=O)C[C@@H]1C[C@@H](C(C)C)[C@H](CNC(=O)CCC(=O)O)C=C1C	5%[44.1 µM]
CN(C)C(=O)c1cccnc1CC1CC(=O)N(c2ccccc2)C1 (configuration not stated)	-8%
Cc1ccc(NC(=O)CN2C(=O)C(c3ccccc3)=NC23CCCCC3)cc1C	?
Cc1c(Nc2nc3ccccc3n3c(C)nnc23)cccc1C(=O)O	9%[0.594 µM]
CC(C)CCn1c(=O)c2cccnc2n(CC(=O)Nc2ccccc2F)c1=O	?
Cc1cc(C)cc(-n2c(SCC(=O)N3CCC(C)CC3)nc3c([nH]c4ccccc43)c2=O)c1	?
Cc1nccn1CC1(CNc2ncncn2)CC1	6%
Cc1cccc(N(C)C(=O)C2CCC(CNS(=O)(=O)c3cccc4nsnc34)CC2)c1 (configuration not stated)	?
Cn1c(=O)n(-c2cccc(Cl)c2)c(=O)c2sc3ccccc3c21	6%
COc1ccccc1/C=C/CN1CCCC(CNC(=O)COc2ccccc2OC)C1 (configuration not stated)	7.9µM*
O=C(CCn1ccn2nc3c(c2c1=O)CCCC3)NC1CCCCC1	i
CN1c2cc(C(=O)NC3CCCCC3)ccc2C(=O)N2CCCCC21 (configuration not stated)	?
CS(=O)(=O)N1CCC2(C1)N=C(c1cccnc1)C(=O)N2 (configuration not stated)	5%[44.1 µM]
COC[C@]1(O)CCN(C(=O)C2CCN(CC(N)=O)CC2)CC1(C)C	-15%
CC(C)c1nnc(C2CN(C(=O)c3nccc4ccccc34)CC23CCOCC3)o1 (configuration not stated)	i
CCN(CC)C(=O)Cn1c(=O)n(CCCCCC(=O)Nc2ccccc2)c(=O)c2sccc21	12%
COc1ccccc1CC(=O)N1CC2(CCN(C)CC2)c2cc(OC)c(OCc3ccccc3)cc21	?
Cc1ccc(C)c(CN2CCn3c(nn(Cc4ccccc4C)c3=O)C2=O)c1	-17%
O[C@H]1[C@H](NCc2ccc(OC(F)(F)F)cc2)[C@H]2CO[C@H](O2)[C@@H]1N1CCN(c2ccccc2)CC1	?
COc1ccc(CN2CCNc3cnc(Oc4ccccc4)cc3C2)cc1O	7%[44.1 µM]

Additional structures follow:
SMILES	Pf Dd2 growth
CO[C@H]1[C@H](NC(=O)c2cc(CC(C)C)no2)c2ccccc2C12CCNCC2	?
CN(Cc1cccnc1)c1nc2c(c(=O)[nH]1)CCN(CCc1ccccc1)CC2	25%[5.79 µM]
CSCC(=O)N[C@H]1CCN2C(=O)N(c3cccc(SC)c3)C(=O)[C@@H]2C1	-9%[44.1 µM]
Cc1ccc(CC(=O)N2CCC(c3n[nH]c(=O)n3-c3ccc(C)cc3)CC2)cc1	0%
CCOc1ccc(C(=O)Nc2nnc(S(=O)(=O)N(CC)c3ccccc3C)s2)cc1	20%
COc1ccccc1NC(=O)CC1CCCN(c2cn[nH]c(=O)c2)C1 (configuration not stated)	24%
Cc1cncnc1C1CCN(c2cc(C3CC(N)C3)ncn2)CC1 (configuration not stated)	-26%
Cc1oc(C(O)c2cccc(O)c2)nc1C(=O)Nc1ccc(N2CCOCC2)cc1 (configuration not stated)	i
Cc1ccc2c(C(=O)NCc3ccc(F)cc3Cl)cc(NC(=O)C(C)C)cc2n1	-28%
Cc1ccc(C(=O)N[C@H]2C[C@@H](c3nc(-c4ccc5c(c4)OCO5)no3)N(C)C2)cc1	?
Cc1ccc(C)c(C(=O)N2CCCC(n3cc(-c4noc(C)n4)nn3)C2)c1 (configuration not stated)	i
F[C@@H]1CN(CC2CC2)C[C@@H]1OCc1nc2ccccc2o1	?
CCn1c(=O)c2c(cc(C)n2C)n(CC(=O)Nc2ccc(F)cc2F)c1=O	?
Cc1ccc(CN2CCc3oc(C)c(C(=O)NCCN4CCCCC4)c3C2)cc1	1.4µM*
COc1ccc(C(=O)N2CCOC3(CCN(C(=O)C(N)c4ccccc4)CC3)C2)cc1 (configuration not stated)	3%
CN1C(=O)Cc2cc(S(=O)(=O)CCC(=O)Nc3ccc(F)c(Cl)c3)ccc21	-16%
Cn1nccc1CN1CCn2c(nn(-c3ccc(Cl)cc3)c2=O)C1	4%
CC(C)(C)OC(=O)N1CCC(c2c(C(=O)N3CCN(Cc4ccccc4)CC3)cnn2-c2cccc(Cl)c2)CC1	3.2µM*
CCOc1ccc(CCNC(=O)CCn2c(=O)c3cccn3c3ccc(F)cc32)cc1OCC	-14%
COCC1CN(C)CC12CCN(S(=O)(=O)c1ccc3c(c1)OCCO3)CC2 (configuration not stated)	?
CC(C)N(C(=O)CSc1cn(CC(=O)N2CCCCCC2)c2ccccc12)C(C)C	?
CS(=O)(=O)N1CCC(C2CCN(C3CCSCC3)C2)CC1 (configuration not stated)	-29%
CCN(CC)Cc1nc(C2(O)CCN(Cc3ccccc3O)CC2)cs1	?
O=C1[C@@H]2C[C@@H](CN2Cc2ccccc2)Oc2ccccc2N1Cc1ccccc1	?
NC(=O)c1ccc(NC(=O)c2cccn(Cc3ccccc3)c2=O)cc1	7%

Later entries.
SMILES	Pf Dd2 growth
COc1cc(NC(=O)C2(C)CCCCC(=O)N2)cc(OC)c1 (configuration not stated)	?
O=C(c1ccccc1)N1CCC2(C1)C(=NC1CCCCC1)NC(=O)N2c1cc(F)cc(F)c1 (configuration not stated)	9%
COc1cc2c(cc1OC1CCCC1)NC(=O)C21CCN(Cc2ccccc2)CC1	?
CC(C(N)=O)N1CCn2nc(CCC(=O)N3CCOCC3)cc2C1 (configuration not stated)	2%
CCn1cc(S(=O)(=O)N2CCC(C(=O)N3CCCCCCNC(=O)CC3)CC2)cn1	2%
Cc1cccc(-n2c(CNC(=O)c3cccc(F)c3)nnc2SCC(=O)Nc2ccccc2F)c1	-21%
CC(C)NS(=O)(=O)c1cc(C(=O)O)cc(-c2ccc3c(c2)OCO3)c1	-3%
Cc1nn2c(c1-c1ccccc1C(C)C)N(C(=O)c1ccnn1C)CCC2	-6%[44.1 µM]
O=C(NCC1Cn2cccc2CN1Cc1ccccc1)c1ccncc1 (configuration not stated)	-28%
Cc1cccc(NC(=O)CC2=C3CCCCC3NC2=O)c1 (configuration not stated)	-6%
Cn1ccnc1CN1C(=O)CO[C@H](c2ccc(NC(=O)c3ccnc(Cl)c3)cc2)[C@H]1CO	14%
Cc1ccc(-n2nc3c(N4CCC(C(=O)NCc5ccccc5Cl)CC4)nnc(C)c3c2C)cc1	?
O=C(c1ccccc1)N1CCCC(CN2CCOCC2)CC1 (configuration not stated)	0%
Oc1c(C(c2ccccc2Cl)N2CCN(Cc3ccccc3)CC2)sc2nc(-c3ccco3)nn12 (configuration not stated)	?
CC(C)(C)OC(=O)NCCCC(=O)NCc1ccnc2[nH]ccc12	8%
Cc1ccc(CNC(=O)C(=O)Nc2c3c(nn2-c2ccccc2)CSC3)cc1	-8%
CCOC(=O)c1cccc(NC(=O)C2(S(=O)(=O)c3ccc(C)cc3)CC2)c1	18%
O=C(NCCc1noc(-c2ccccc2)n1)C1NCCc2[nH]cnc21 (configuration not stated)	i
Cc1ccccc1NC(=O)c1sc2nc(-c3cc4ccccc4oc3=O)[nH]c(=O)c2c1C	?
Cc1nc(N2CCC(NC(=O)CNC(=O)c3ccccc3)CC2)cc(C(F)(F)F)n1	-19%
CCOc1cc(=O)n2c(c1C(=O)NCc1ccccc1F)CCCC2	-26%
CC1(COc2cccnc2)COc2ccc(C(=O)Nc3ccc4[nH]ccc4c3)cc2N1 (configuration not stated)	?
CCNC(=O)C1C(c2cccc(NC(=O)c3cccc(C)c3)c2)OC(=O)N1Cc1cccc(Cl)c1 (configuration not stated)	?
O=C(Cc1ccccc1F)N1CCC(c2n[nH]c(=O)n2-c2ccccc2)CC1	2%
O=C(c1ccc(F)cc1)N1CCC(c2nn(Cc3ccccc3)c(=O)[nH]2)CC1	?

Next section.
SMILES	Pf Dd2 growth
Cc1cccc(NC(=O)CCS(=O)(=O)c2cccc3nsnc23)c1C	-27%
NC(=O)[C@@H](Cc1ccccc1)NC(=O)[C@@H]1C[C@@H](NC(=O)c2cnccn2)CCN1C(=O)CSCC(=O)O	-8%
CCOC(=O)c1c(-c2ccc(C)cc2)csc1NC(=O)c1nc(SC(C)C)ncc1Cl	27%
CCc1ccc(N2C(=O)CS(=O)(=O)C23C(=O)N(Cc2ccccc2)c2ccccc23)cc1 (configuration not stated)	?
CCCN(CCC)CCCNC(=O)c1cc2c(=O)oc3ccc(C)cc3c2s1	8%
COc1ccc(C(=O)N2CCOC[C@H](Oc3ccc(C(F)(F)F)cc3)C2)cc1	-23%[44.1 µM]
COc1cccc(CN2Cc3cc(NC(=O)c4cccc(F)c4)ccc3OC(C)C2=O)c1 (configuration not stated)	i
CC(C)C1=NOC2(CCN(Cc3ccc(C(F)(F)F)cc3)C2)C1 (configuration not stated)	?
CCCn1c2ccccc2c2cnn(CC(=O)NCCc3ccc(C)cc3)c(=O)c21	49%[activator]
COc1cccc(CNCCCSc2nnnn2C)c1OC	-19%
CCC(CC)C(=O)Nc1nnc(SCc2cc(=O)n3cccc(C)c3n2)s1	-13%
O=C(NCc1cccc(Cl)c1)NCc1noc2ccccc12	-5%
CN1CCCC1c1nc(C2CN(C(=O)c3cnccn3)C2)no1 (configuration not stated)	i
Cc1cccc(C(=O)Oc2c(Sc3ccccc3)c(C)nn2C(C)(C)C)c1	i
COc1ccccc1CN1Cc2cc(NC(=O)Cc3cccs3)ccc2OC(C)C1=O (configuration not stated)	i
CCn1ncc(C(=O)N2CCC3(CC2)CN(Cc2ccccc2)CC3CO)c1C (configuration not stated)	?
Cc1ccc2nc(NS(=O)(=O)c3ccc(Cl)cc3)c(Nc3ccc(C(=O)O)cc3)nc2c1	i
O=C1Nc2c(c(=O)[nH]c(=O)n2-c2ccc(F)cc2)C1(NS(=O)(=O)c1ccc(Cl)cc1)C(F)(F)F (configuration not stated)	37%[activator]
COC(=O)N1CCc2nc(C(C)C)nc(-c3ccc(O)cc3)c2C1	?
Clc1ccc(C2Cn3nnc(-c4noc(CCc5ccccc5)n4)c3CO2)cc1 (configuration not stated)	i
CC(c1ccc(-c2ccc(CO)cc2CO)cc1)N1CCCC1 (configuration not stated)	-1%
COc1ccc(C(=O)N2CCCC(Nc3ccc(F)cc3)C2)c(OC)c1 (configuration not stated)	-8%
Fc1ccc(-n2ncc3c(N4CCN(Cc5ccccc5)CC4)ncnc32)cc1	29%
CC[C@H]1CN(C(=O)NC(C)C)CC[C@H]1CC(=O)NC1CC1	-6%[44.1 µM]
COc1ccc(CCNC(=O)c2nc(SCc3ccccc3F)ncc2Cl)cc1OC	?

(further entries)
SMILES	Pf Dd2 growth
O=C1CCC[C@H]2C3CC(CN(c4nc5ccccc5s4)C3)CN12 (some centres not stated)	-6%
O=C(O)CCC(=O)N1Cc2ccccc2CC2(CCCN(CCc3ccccc3)C2)C1 (configuration not stated)	9%
CN(C(=O)c1cc2c(s1)-c1ccc(Cl)cc1SC2)c1cccc(C(F)(F)F)c1	?
O[C@@H]1C[C@@H](c2nc(Cc3ccccc3)no2)N(Cc2ccccc2)C1	i
C1CCNC(CN2CCOCC2)CC1 (configuration not stated)	18%
Cc1ccc(C)n1-c1nnc(N2CCCC(C(=O)NCc3ccc(Cl)cc3)C2)s1 (configuration not stated)	i
